# Assay outcomes (PubChem)
# CYP2C19 act: human CYP2C19 activators, primary screen, biochemical, luminescence; 96,000 tested, under 10 active; AID 1025, 2008; Cytochrome P450 2C19 (Homo sapiens), P33261; recombinant CYP2C19, luciferin-H EGE luminescence; hits give high values; 0 = fully inhibited enzyme, 1 = untreated enzyme; activation factor at 5 µM;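 active = activation factor of at least 2 at 5 µM in the primary screen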;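 also: 0 = wells with 2.5 mM tranylcypromine and 1 = vehicle-only wells; values of inactives mirror those of a sister screen read the other way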
# PostGolgi yeast: phenotypic screen on post-Golgi transport, primary screen. 0.9% of 98,000 active. AID 739, 2007. inhibition, % at 10 µM. post-Golgi transport phenotypic cell assay;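 also: yeast cells grown in 1536-well plates; yeast grown about 18 h at 30C before absorbance read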
# sEH act: soluble epoxide hydrolase activators, primary screen, biochemical, human sEH; activation, % at 2 µM; purified human sEH enzymatic activity, activator screen; 0.04% of 91,000 active; Bifunctional epoxide hydrolase 2 (Homo sapiens), P34913; in the data active = activation above about 37%; also: values of inactives mirror those of a sister screen read the other way
# S1P2 antag: human S1P2 receptor antagonists, primary screen, cell-based | 0.21% of 97,000 active | Sphingosine 1-phosphate receptor 2 (Homo sapiens), O95136 | AID 736, 2007 | cell-based S1P2 antagonist assay, inhibition at 5 uM | inhibition, % at 5 µM; in the data active = inhibition above about 45%;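 also: CRE beta-lactamase reporter cells expressing human S1P2 stimulated with S1P; 0% = agonist at EC80 alone and 100% = agonist plus reference antagonist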
# Target sequence (O95136 whole entry, looked up): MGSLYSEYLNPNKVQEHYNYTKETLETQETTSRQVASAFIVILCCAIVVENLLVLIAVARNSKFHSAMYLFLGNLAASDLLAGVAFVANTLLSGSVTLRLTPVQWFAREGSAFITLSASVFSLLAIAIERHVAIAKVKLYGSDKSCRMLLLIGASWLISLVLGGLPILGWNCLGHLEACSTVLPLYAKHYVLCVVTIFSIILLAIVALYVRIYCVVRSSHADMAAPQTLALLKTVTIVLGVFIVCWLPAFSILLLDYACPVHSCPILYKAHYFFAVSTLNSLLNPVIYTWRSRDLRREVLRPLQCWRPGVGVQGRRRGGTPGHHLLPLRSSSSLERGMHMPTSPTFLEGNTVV
# hDAT+cocaine: changed hDAT dopamine uptake under cocaine IC80, either direction, primary screen, cocaine antagonist project, cell-based, LLC-PK1 hDAT, [14C]-dopamine uptake, MLSMR. 1.3% of 110,000 active. B-score at 10 µM. AID 449768, 2010. LLC-PK1 hDAT cells, [14C]-dopamine uptake with cocaine IC80; actives deviate in either direction. Sodium-dependent dopamine transporter (Homo sapiens), Q01959;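 active = Z score or B-score, a plate-position-corrected score, falls beyond the plate's 99.7% confidence bounds, in either direction; inactive = both scores lie inside the 99.7% bounds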;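 also: scored against the spread of the other compound wells on the same plate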
# Target sequence (Q01959 whole entry, looked up): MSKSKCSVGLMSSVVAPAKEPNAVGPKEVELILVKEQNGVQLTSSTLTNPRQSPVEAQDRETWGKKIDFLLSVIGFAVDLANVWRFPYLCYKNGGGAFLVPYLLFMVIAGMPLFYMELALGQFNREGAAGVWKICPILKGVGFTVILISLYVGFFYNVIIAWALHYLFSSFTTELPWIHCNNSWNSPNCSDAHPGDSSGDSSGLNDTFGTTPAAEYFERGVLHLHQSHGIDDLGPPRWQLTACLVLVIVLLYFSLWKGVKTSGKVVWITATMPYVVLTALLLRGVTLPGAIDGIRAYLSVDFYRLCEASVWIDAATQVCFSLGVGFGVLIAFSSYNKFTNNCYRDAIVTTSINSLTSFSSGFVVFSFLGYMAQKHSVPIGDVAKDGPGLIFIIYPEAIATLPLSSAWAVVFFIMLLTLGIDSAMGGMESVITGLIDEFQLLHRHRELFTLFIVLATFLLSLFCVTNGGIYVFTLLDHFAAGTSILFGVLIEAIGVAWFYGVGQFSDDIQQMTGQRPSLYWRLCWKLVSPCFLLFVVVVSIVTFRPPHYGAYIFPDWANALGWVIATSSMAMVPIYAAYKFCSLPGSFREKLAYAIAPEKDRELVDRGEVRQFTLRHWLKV
# CYP2C19 inh: blockers of cytochrome P450 2C19 activity – biochemical, luminescence, ADME assay, primary screen; P33261; CYP2C19 Supersomes, luciferin-H EGE luminescence, 30 min; inhibition, % at 5 µM; 21% of 96,000 active;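 active = CYP2C19 inhibition above a set limit at 5 µM in the primary screen, cut at about 50% in these data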;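 also: plate controls were negative control wells for no effect and 2.5 mM tranylcypromine positive control for full effect; values of inactives mirror those of a sister screen read the other way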
# S1P2 agonist: S1P2 receptor agonists, primary screen, cell-based; 0.46% of 97,000 active; activation, % at 4.5 µM; AID 729, 2007; S1P2-expressing cell line, agonist reporter read-out; in the data active = activation above about 16%;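 also: 0% = vehicle low control and 100% = maximal reference agonist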
# sEH inh: soluble epoxide hydrolase inhibitors, primary screen, biochemical, human sEH; Bifunctional epoxide hydrolase 2 (Homo sapiens), P34913; recombinant human sEH enzymatic activity assay; inhibition, % at 2 µM; 0.34% of 91,000 active; in the data active = inhibition above about 80%; also: values of inactives mirror those of a sister screen read the other way; many of its hits are not listed in these tables
# PostGolgi ctrl: growth inhibition of yeast control strain, primary screen, counter-screen for post-Golgi transport modulator project; efflux-deficient yeast background strain, growth absorbance A615, 16 h; inhibition, % at 10 µM; 5% of 98,000 active; AID 738, 2007
# * marks the source's active call; other numbers are inactive results; . = no result given. Rule as the data show it, unless noted: active = inhibition above about 30%; inactive = the rest.
1) Cc1ccc(S(=O)(=O)N/N=C/c2c(C)nn(-c3ccccc3)c2C)cc1
2) C=CCc1c(C)nc(SCCC)[nH]c1=O
3) CCOCCCNC(=O)c1c(C)[nH]c(C(=O)OCC)c1C
4) CCOC(=O)Cn1c2c(c(=N)c3c1CCC3)CCC2
5) CCCCN(CC)C(=O)CN1C(=O)c2ccccc2C1=O
6) O=c1c2c(nc3c(-c4ccccc4)c[nH]n13)CCCC2
7) CCCN1C(=O)C(NS(=O)(=O)c2ccc(N)cc2)(C(F)(F)F)C(C(=O)OC)=C1C (centres undefined)
8) CCN1C(=O)/C(=C/c2ccc(C)s2)SC1=Nc1ccc(OC)cc1
Assay by compound,1,2,3,4,5,6,7,8
CYP2C19 act,0.4,1,1,1,0.8,0.8,0.9,0.7
PostGolgi yeast,0,-6,7,15,-15,-4,-1,-9
sEH act,-6,.,-6,6,-9,3,-8,-2
S1P2 antag,-6,.,14,13,-1,4,-2,-30
hDAT+cocaine,2.5*,0.33,.,0.2,1.5,-1.1,-0.47,0.093
CYP2C19 inh,56*,-2,5,-3,23,15,7,29
S1P2 agonist,-3,.,-9,-5,-1,-4,0,-4
sEH inh,8,.,4,-5,10,-2,6,3
PostGolgi ctrl,10,7,4,-7,2,5,7,10

9) Cc1c(Nc2ncnc3c2cnn3-c2ccccc2)c(=O)n(-c2ccccc2)n1C
10) COc1ccc(CCC(=O)NCc2cn3ccsc3n2)cc1
11) N#CCCNc1ccc(OCCC#N)cc1
12) CC(=O)Nc1ccc2c(c1)OCCOCCOc1cc(NC(C)=O)ccc1OCCOCCOCCO2
13) Cc1nc(NCCN2CCOCC2)c2oc3ccccc3c2n1
14) COc1ccc(N2CC(C(=O)O)CC2=O)cc1 (centres undefined)
15) CC[N+](CC)(CC)C/C(N)=N/O
16) COc1ccc(CCNC(=O)CN(c2ccccc2)S(C)(=O)=O)cc1OC
Assay by compound,9,10,11,12,13,14,15,16
CYP2C19 act,1,.,1.1,1,1,.,1,0.7
PostGolgi yeast,11,.,17,2,-13,.,-4,3
sEH act,24,1,.,-9,-7,-16,4,0
S1P2 antag,10,3,-21,17,11,-29,10,0
hDAT+cocaine,1.4,-0.33,-0.4,.,0.37,0.15,1.2,1.3
CYP2C19 inh,-5,.,-7,4,3,.,4,33
S1P2 agonist,-7,-2,-2,-2,-4,-2,-6,-6
sEH inh,-21,2,.,10,11,19,-4,1
PostGolgi ctrl,4,.,8,6,1,.,-5,16

17) Cc1sc2ncnc(N3CCCCC3C)c2c1C (centres undefined)
18) CCCNC(=O)c1cn(CC)c2cc(N3CCN(C)CC3)c(F)cc2c1=O
19) O=C(CN1CCN(c2ccccc2)CC1)Nc1c(C(=O)C2CC2)oc2ccccc12
20) Cc1ccc([N+](=O)[O-])cc1/C=N/Nc1nnnn1-c1ccccc1
21) Cc1ccc(/C=N/NC(=O)CSCc2ccc(Cl)cc2)cc1
22) COc1ccc(OC)c(C(=O)c2ccccc2)c1
23) CCCCOc1ccc(C(=O)Nc2ccc(N3CCN(C(C)=O)CC3)cc2)cc1
24) O=C(CCCOc1ccc(Cl)cc1Cl)Nc1cccnc1
Assay by compound,17,18,19,20,21,22,23,24
CYP2C19 act,0.2,1,.,0.7,0.7,.,0.9,0.3
PostGolgi yeast,1,-3,.,-2,0,.,5,69*
sEH act,.,-6,2,2,-50,2,-4,11
S1P2 antag,.,-10,-16,-22,2,-4,2,-18
hDAT+cocaine,-0.04,-0.24,-0.65,-0.051,-0.023,0.43,.,.
CYP2C19 inh,79*,1,.,31,25,.,11,72*
S1P2 agonist,.,-4,0,3,-11,-2,2,-3
sEH inh,.,5,-1,-1,50,1,2,-13
PostGolgi ctrl,27,2,.,4,18,.,-6,39*

25) O=C(O)c1cccnc1SC1CC(=O)N(Cc2ccccc2)C1=O (centres undefined)
26) Cc1ccccc1NS(=O)(=O)c1cc(C(=O)Nc2cccc(N(C)S(C)(=O)=O)c2)ccc1C
27) CCN(CC)C(=O)COc1cc(C)cc2oc(=O)cc(-c3ccccc3)c12
28) O=C(NCCCN1CCN(c2cccc(Cl)c2)CC1)c1cccc(N2CCCC2=O)c1
29) CCOc1ccc(NC(=O)CN2CCN(CC(=O)Nc3ccc(OC)cc3)CC2)cc1
30) Clc1ccc(OCc2nc(-c3ccccn3)no2)c(Br)c1
31) O=C(Nc1nccs1)c1ccc(Br)o1
32) CCC(CC)C(=O)NCCc1ccc(S(N)(=O)=O)cc1
Assay by compound,25,26,27,28,29,30,31,32
CYP2C19 act,1.1,0.6,0.7,.,.,0.9,.,1.1
PostGolgi yeast,-5,-3,-2,-1,.,-1,1,8
sEH act,-5,-46,2,-15,1,-12,15,-1
S1P2 antag,0,14,-16,11,15,8,-1,2
hDAT+cocaine,-0.54,2,0.26,0.16,-0.37,0.44,1.3,0.0062
CYP2C19 inh,-13,38,29,.,.,9,.,-14
S1P2 agonist,-2,-4,1,-13,-10,-4,-3,-4
sEH inh,9,47,0,17,0,12,-16,3
PostGolgi ctrl,9,7,12,8,.,31*,7,-1

33) c1ccc(CCc2nc(-c3cccnc3)no2)cc1
34) CCc1ccccc1NC1c2ccccc2C(=O)N1Cc1ccco1 (centres undefined)
35) c1ccc(-c2cn3c4c(sc3n2)CCCC4)cc1
36) Cc1cc(NC(=O)c2c(F)cccc2Cl)n(-c2nc3ccccc3[nH]2)n1
37) CC(C)(C)c1nc(SCC(=O)NCc2ccco2)c2ccccc2n1
38) O=C(O)CNCC1COc2ccccc2O1 (centres undefined)
39) COc1ccc(NC(=S)N2CCC(c3nc4ccc(Cl)cc4[nH]3)CC2)c(OC)c1
40) O=C(CCNS(=O)(=O)c1cccs1)NCc1cccs1
Assay by compound,33,34,35,36,37,38,39,40
CYP2C19 act,0.1,1,0.4,0.1,0.1,1,0.9,0.5
PostGolgi yeast,6,4,-5,-2,3,-1,-3,-1
sEH act,-4,.,.,-6,10,5,-9,.
S1P2 antag,-10,.,.,-39,9,10,-1,18
hDAT+cocaine,2.3,1,0.72,1.4,-1.5,0.59,1.3,-1.4
CYP2C19 inh,86*,0,57*,86*,94*,1,10,47
S1P2 agonist,2,.,.,3,-2,-5,-10,-5
sEH inh,9,.,.,7,-12,-6,12,.
PostGolgi ctrl,17,24,13,17,29,8,4,4

41) CCN1C(=S)SC(=O)C1=C1C=C(C)N(CCO)C(C)=C1
42) Cc1ccc(NC(=O)N2CCC(O)(c3cccnc3)CC2)cc1
43) COc1ccc(NC(=O)C2CCN(S(=O)(=O)c3ccc(OC)c(OC)c3)CC2)cc1
44) Cc1cc(C)nc(SCC(=O)Nc2ccc(S(=O)(=O)NCCO)cc2)n1
45) C=CCSc1nc(-c2ccccc2)c2cc(Cl)ccc2n1
46) CCOC(=O)CNC(=O)CSc1nnnn1-c1cc(C)ccc1C
47) O=S(=O)(Nc1ccccn1)c1ccc(Oc2ccccc2)cc1
48) Cc1ccc(S(=O)(=O)C(NC(=O)c2ccccc2)=C(Cl)Cl)cc1
Assay by compound,41,42,43,44,45,46,47,48
CYP2C19 act,0.7,1,0.7,1,1.1,0.9,0.1,.
PostGolgi yeast,6,-3,-4,-2,-14,-13,5,.
sEH act,.,-14,3,-6,14,-6,-9,-5
S1P2 antag,.,-15,4,1,-2,14,-6,4
hDAT+cocaine,-0.48,-1.1,0.024,-0.089,-1.6*,-0.82,-0.0094,-1
CYP2C19 inh,34,2,32,0,-8,14,90*,.
S1P2 agonist,.,-4,-3,-9,-2,-4,-4,-9
sEH inh,.,16,-3,5,-16,2,6,3
PostGolgi ctrl,2,-1,-2,7,10,4,6,.

49) Cc1nc(C(=O)Nc2cccc(Cl)c2Cl)nn1-c1cc(OC(C)C)c(Cl)cc1Cl
50) Cc1csc(C2=C(O)CN(c3ccc4c(c3)OCCOCCOCCOCCO4)C2=N)n1
51) COc1ccccc1-n1cnnc1SCC(=O)Nc1nc(C)c(Cl)cc1Cl
52) O=C(NCCOc1cccc(Oc2ccccc2)c1)c1cc(-n2cnnc2)ccc1Cl
53) C=CCn1c(-c2cc(Cl)ccc2OC)n[nH]c1=S
54) Oc1c(CN2CCOCC2)cc(-c2ccccc2)cc1CN1CCOCC1
55) O=C(CCn1cnc2ccccc2c1=O)Nc1ccc(Cl)c(Cl)c1
56) CC1(C)CC(=O)c2cnc(NCC3CCCO3)nc2C1 (centres undefined)
Assay by compound,49,50,51,52,53,54,55,56
CYP2C19 act,1.1,1,0.3,0.3,0.2,0.9,1,0.8
PostGolgi yeast,-5,-12,0,0,1,-4,-4,10
sEH act,1,-10,-18,2,-2,-6,-17,-10
S1P2 antag,-11,8,20,-3,-7,6,-100,15
hDAT+cocaine,.,1.3,0.54,0.95,-0.25,1.4,-1.2,-0.61
CYP2C19 inh,-6,3,75*,69*,82*,12,2,20
S1P2 agonist,-5,-2,-7,-4,1,-4,-7,-3
sEH inh,1,13,21,-2,3,4,20,9
PostGolgi ctrl,-3,10,10,12,0,3,3,7

57) CCCc1nc2ccccc2c(C(=O)OCC(=O)Nc2ccc(S(=O)(=O)N3CCOCC3)cc2)c1CC
58) CC1(C)CC(=O)C(C=Nc2cccnc2)=C(O)C1
59) COc1ccccc1Nc1nc(N)nc(CN(C)C2CCCCC2)n1
60) Cc1cc(C)n2nc(S(=O)(=O)N(C)Cc3ccccc3)nc2n1
61) C=CCn1c(Cc2cccs2)nnc1SCC(=O)Nc1ccc(OC)cc1
62) CCOC(=O)N1CCN(c2ccc(O)cc2)CC1
63) COC(=O)CSc1nnc(-c2ccco2)o1
64) CC(=O)Nc1sc2c(c1C#N)CC(C)(C)NC2(C)C
65) CCOc1ccc(OCc2ccc(C(=O)NCc3cccnc3)o2)cc1
66) COC(=O)C1=C(C)NC2=C(C(=O)CCC2)C1c1cn(Cc2ccc(Br)cc2)nc1-c1ccccc1 (centres undefined)
Assay by compound,57,58,59,60,61,62,63,64,65,66
CYP2C19 act,0.9,0.9,1.2,0.8,0.8,1,1.1,0.8,0.6,0.5
PostGolgi yeast,-3,15,-2,-4,-4,13,5,2,3,-7
sEH act,-65,.,-1,9,-24,-7,12,.,10,4
S1P2 antag,-20,16,12,12,19,-3,15,.,-4,-1
hDAT+cocaine,2,-0.74,-0.39,-0.92,-0.68,-0.23,-0.46,-0.24,0.67,1.4
CYP2C19 inh,8,8,-24,20,21,-5,-6,18,43,48
S1P2 agonist,-1,-8,-1,-4,-8,-4,-7,.,-4,-1
sEH inh,66,.,4,-6,22,10,-11,.,-6,-2
PostGolgi ctrl,9,-12,15,5,7,1,15,-3,13,3
